RGS4 inh – inhibitors of human RGS4 | HEK293 M3R/RGS4 inducible, Fluo-4 calcium flux; hits give high values; triggered by carbachol at its EC20 | AID 463165 | P49798 | B-score at 10 µM | 310,000 compounds, 0.45% hits;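 active = B-score, a plate-corrected calcium signal, over three deviations above library mean, with baseline fluorescence within five deviations of library mean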;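 also: RGS4 expression induced by doxycycline in cells with stable M3 receptor; B-score is computed from the integrated fluorescence ratio over baseline after carbachol; higher B-score means a larger calcium signal and so more RGS4 inhibition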
hERG protect – hERG (human) protection from proarrhythmic block. Q12809. CHO-hERG, FluxOR thallium flux, dofetilide IC70 present. activation (rescue from dofetilide block), less the hit threshold, % at 10 µM. 310,000 compounds, 0.51% hits;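 active = activation above the mean of controls blocked by dofetilide plus 5 SD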;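 also: thallium influx through hERG after potassium depolarization seen as dye fluorescence rise; in these data hits start at about 4.7%; inactives centre near -7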
RGS4 act – potentiators or activators of RGS4; 310,000 compounds, 0.92% hits; B-score at 10 µM; HEK293 M3R/inducible RGS4, carbachol calcium flux Fluo4; hits give low values;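 active = B-score of the integrated calcium signal more than 4 SD below the library mean, with starting fluorescence not abnormally high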;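 also: negative B-score means reduced calcium response which marks RGS4 activation or potentiation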
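Reagent: ECmax carbachol challenge; Test system: M3R-expressing HEK293 line, RGS4 induced by doxycycline; Schedule: overnight RGS4 induction, 30 min dye load 37 °C, 20 min compound RT; Detection: calcium dye Fluo4 fluorescence; Read-out: Agonist-evoked peak-minus-minimum fluorescence over baseline, integrated ratio, B score.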
ANO1 block – mouse TMEM16A channel inhibition, primary screen; Q8BHY3; HEK293 TMEM16A/YFP iodide influx fluorescence, ionomycin; normalized B-score (activity score, 25-100; higher = stronger inhibition) at 10 µM; 310,000 compounds, 1.2% hits; AID 588511;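 active = ratio plate-corrected score three or more library SD toward inhibition, starting fluorescence score within five deviations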;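 also: score derived from kinetic fluorescence span divided by baseline fluorescence per well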
MrgX1 ag – agonists of human MrgX1 receptor; 310,000 compounds, 0.44% hits; MrgX1-HEK293 cells, Fluo-4 calcium fluorescence, agonist mode; hits give high values; B-score at 10 µM; Q96LB2;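 active = calcium response B-score plate-corrected fluorescence ratio at least 3 library SD, with starting fluorescence B-score inside 5 SD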
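Test system: Stable human MrgX1 HEK293 cell line | Schedule: Overnight plating before 1 h dye loading | Read-out basis: Baseline-normalised fluorescence change ratio, B-scored | Detection: Kinetic calcium dye fluorescence, Fluo-4 NW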
KCNK9 block – blocks the human KCNK9 two-pore domain potassium channel; HEK293 KCNK9, FluxOR thallium flux fluorescence; hits give low values; B-score at 10 µM; 310,000 compounds, 1.2% hits;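 active = ratio B-score over 3 SD below the library mean, with starting fluorescence within 5 SD of its mean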;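 also: negative B-score means less thallium flux so channel inhibition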
ANO1 activ – activators or potentiators of mouse TMEM16A chloride channel. Q8BHY3. HEK293 TMEM16A/YFP-H148Q/I152L, iodide quench fluorescence; hits give low values. 340,000 compounds, 0.3% hits. B-score at 10 µM;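 active = fluorescence-ratio B-score plate-corrected deviation score at least 3 library SD below zero, with starting fluorescence score within 5 deviations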;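 also: channel opened by trigger with iodide after compound preincubation; score built on the fluorescence ratio of max minus min over baseline; more negative score means more quench and so TMEM16A activation or potentiation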
KCNQ1 inh – inhibitors of human KCNQ1 potassium channel | CHO-K1 KCNQ1, FluxOR thallium flux fluorescence; hits give high values | P51787 | AID 2642 | 310,000 compounds, 1.3% hits | B-score at 10 µM;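 active = compounds whose thallium flux B-score, printed positive for inhibition, exceeds three library SD while starting fluorescence stays within three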;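 also: channel opened by potassium depolarization with thallium stimulus after 20 min compound exposure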
Target sequence (P51787 whole entry, looked up): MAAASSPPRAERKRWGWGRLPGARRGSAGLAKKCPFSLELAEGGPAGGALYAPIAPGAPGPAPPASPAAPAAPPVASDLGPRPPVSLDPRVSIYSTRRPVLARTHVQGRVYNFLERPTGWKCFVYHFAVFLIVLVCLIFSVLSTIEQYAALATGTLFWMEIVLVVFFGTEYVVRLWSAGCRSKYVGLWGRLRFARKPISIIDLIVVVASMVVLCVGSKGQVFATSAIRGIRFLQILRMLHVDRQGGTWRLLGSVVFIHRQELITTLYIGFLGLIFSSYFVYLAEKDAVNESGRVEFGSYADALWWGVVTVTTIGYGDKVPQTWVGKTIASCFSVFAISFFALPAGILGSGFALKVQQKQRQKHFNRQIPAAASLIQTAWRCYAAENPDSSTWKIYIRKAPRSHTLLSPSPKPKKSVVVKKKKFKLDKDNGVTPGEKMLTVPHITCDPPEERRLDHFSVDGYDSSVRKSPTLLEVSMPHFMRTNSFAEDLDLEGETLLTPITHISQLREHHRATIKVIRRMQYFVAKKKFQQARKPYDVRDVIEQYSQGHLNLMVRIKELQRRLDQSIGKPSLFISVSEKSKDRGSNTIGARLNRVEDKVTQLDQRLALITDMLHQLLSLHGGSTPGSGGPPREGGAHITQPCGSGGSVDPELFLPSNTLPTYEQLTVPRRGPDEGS
KCNK3 inh – human KCNK3 channel inhibition, primary screen; AID 602410; B-score at 10 µM; O14649; CHO-KCNK3 thallium flux, FluxOR fluorescence; hits give low values; 340,000 compounds, 0.84% hits;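 active = B-score under library mean minus 4 SD, starting fluorescence ratio at most library mean plus 5 SD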;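 also: more negative B-score means stronger inhibition of thallium flux through KCNK3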
Target sequence (O14649 whole entry, looked up): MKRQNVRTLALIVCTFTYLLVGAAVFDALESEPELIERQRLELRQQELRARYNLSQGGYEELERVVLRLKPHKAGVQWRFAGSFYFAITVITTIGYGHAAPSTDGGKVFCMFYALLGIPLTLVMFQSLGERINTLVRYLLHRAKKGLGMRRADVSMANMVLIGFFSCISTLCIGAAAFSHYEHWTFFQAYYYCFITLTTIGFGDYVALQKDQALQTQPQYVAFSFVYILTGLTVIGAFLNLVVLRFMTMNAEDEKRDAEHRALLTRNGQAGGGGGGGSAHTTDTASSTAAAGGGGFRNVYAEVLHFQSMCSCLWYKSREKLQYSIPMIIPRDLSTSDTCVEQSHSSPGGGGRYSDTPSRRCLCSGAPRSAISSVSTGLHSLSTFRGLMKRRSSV
MrgX1 PAM – allosterically activates human MrgX1 receptor signaling; Q96LB2; MrgX1-HEK293, Fluo-4 calcium flux, FDSS; hits give high values; B-score at 10 µM; 310,000 compounds, 0.63% hits;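 active = plate-corrected calcium response at least 3 library SD above typical, normal starting fluorescence, not activating the receptor alone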;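 also: compound read alongside a low EC10 to EC30 dose of BAM8-22 agonist; peak minus trough fluorescence over baseline measured at the second addition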
KCNQ1 pot – potentiators or activators of human KCNQ1 potassium channel. P51787. CHO-K1 KCNQ1, thallium flux FluxOR fluorescence; hits give high values. B-score at 10 µM. 310,000 compounds, 0.35% hits. AID 2648;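 active = fluorescence ratio B-score, a plate-corrected score, at least three library SD, with initial intensity B-score within 5 SD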
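Medium – assay buffer, equal DMSO in all wells · Material – CHO-K1 cell line with stable KCNQ1 potassium channel expression · Signal – kinetic FluxOR thallium fluorescence, 10-s 1-Hz baseline, 110-s post-stimulus read · Compound – single concentration per compound, DMSO matched to controls · Schedule – 37 °C overnight plating, 90-min dark dye load, 20-min compound pretreatment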
Numbers without * were called inactive; i = inactive; · = not tested or not shown. The order is random. About 6.3% of those tested had a hit in this group.

SMILES	RGS4 inh	hERG protect	RGS4 act	ANO1 block	MrgX1 ag	KCNK9 block	ANO1 activ	KCNQ1 inh	KCNK3 inh	MrgX1 PAM	KCNQ1 pot
CCOc1ccccc1N1C(=O)CC(Sc2ncccc2C(=O)O)C1=O (centres undefined)	i	0.1	i	i	i	i	i	i	i	i	i
CCN(CC)CCCNC(=O)CNC(=O)c1nn(-c2ccc(OC)c(OC)c2)c(=O)c2ccccc12	i	-9.7	i	i	i	i	i	i	i	i	i
Cc1ccn(CCC(=O)N2CCCC(CCC(=O)NCc3ccc(F)c(F)c3)C2)n1 (centres undefined)	i	-9.8	i	i	i	i	i	i	i	i	i
CN(C)Cc1ccccc1C(O)(c1ccccc1)c1ccccc1	i	-6.2	i	i	i	i	i	i	i	i	i
CCN(CC)S(=O)(=O)c1ccc(C)c(NC(=O)CN2CCN(C)CC2)c1	i	-4.7	i	i	i	i	i	i	i	i	i
COc1ccc(OCCSc2ncnc3nc[nH]c23)cc1	i	-5.2	i	i	i	i	i	i	i	i	i
O=C(CCCn1c(SCC(=O)NCC2CCCO2)nc2ccccc2c1=O)NCC1CCCO1 (centres undefined)	·	·	·	i	i	·	i	·	i	i	·
Cc1ccc(C(=O)N/N=C\c2ccc([N+](=O)[O-])s2)cn1	i	-3.8	i	i	i	i	i	i	i	i	i
CC(C)c1ccc2oc(=O)cc(CN3CCN(c4ccc(F)cc4)CC3)c2c1	·	·	·	i	i	·	i	·	i	i	·
Cc1ccc(/C=C/C(=O)c2ccc(C)cc2)cc1	i	-6.2	i	i	i	i	i	i	i	i	i
Cc1cccc2c(N=Nc3ccc(S(=O)(=O)Nc4cccc(Cl)c4)cc3[N+](=O)[O-])c(O)[nH]c12	i	-4.6	i	i	i	i	i	i	i	i	i
N=c1c(C(=O)NCc2ccc(F)cc2)cc2c(=O)n3ccccc3nc2n1Cc1ccco1	i	-27.2	i	i	i	i	i	i	i	i	i
Cc1cccc(OCC(=O)Nc2cccc(C(=O)NCC(C)C)c2)c1	i	-9.7	i	i	i	i	i	i	i	i	i
Cc1cccc(C)c1NC(=O)Cn1nnnc1N	i	-4.8	i	i	i	i	i	i	i	i	i
Cc1sc2nc(CN3CCN(S(=O)(=O)c4cccc5nonc45)CC3)[nH]c(=O)c2c1C	i	1.9	i	i	i	i	i	i	i	i	i
CCN(CCNC(=O)C1CCCN(Cc2nc(-c3ccc(OC)cc3)oc2C)C1)c1ccccc1 (centres undefined)	i	-21.6	i	i	i	i	i	i	i	i	i
O=C(NCc1cccs1)c1ccc([N+](=O)[O-])cc1Cl	i	-7.5	i	i	i	i	i	i	i	i	i
CCC1S/C(=N/N=C/c2ccco2)N(c2ccc(F)cc2)C1=O (centres undefined)	i	-6.8	i	i	i	i	i	i	i	i	i
Cc1nn(C)cc1S(=O)(=O)N1CCN(c2ccccc2)CC1	i	-8.8	i	i	i	i	i	i	i	i	i
Cc1ccc(NC(=O)CSc2nnc(Cc3ccccc3)o2)cc1	i	-8.7	i	i	i	i	i	i	i	i	i
Cc1ccc(Nc2nnc(SCC(=O)Nc3ncc(C(F)(F)F)cc3Cl)s2)cc1	i	-9.3	i	i	i	i	i	i	i	i	i
O=C(CCC(=O)c1cccs1)NCc1cccnc1	i	-5.5	i	i	i	i	i	i	i	i	i
CC(C)[C@H](NC(=O)[C@@H]1CSC2c3ccccc3C(=O)N21)C(=O)NC1CCCCC1 (some centres undefined)	i	-4.7	i	i	i	i	i	i	i	i	i
CN(CC(=O)NCc1ccc(F)cc1)S(=O)(=O)c1ccc2c(c1)n(C)c(=O)c(=O)n2C	i	-12.0	i	i	i	i	i	i	i	i	i
O=C(COC(=O)c1cccc(Oc2ccccc2)c1)NCc1ccco1	i	-1.9	i	i	i	i	i	i	i	i	i
C[C@]1(OC(=O)/C=C/c2ccccc2)C[C@@H](O)[C@]2(O)C=CO[C@@H](O[C@@H]3O[C@H](CO)[C@@H](O)[C@H](O)[C@H]3O)[C@@H]21	·	·	·	i	i	·	i	·	i	i	·
CCOC(=O)N1CCN(Cc2nc3cc(NC(=O)CC)ccc3n2C)CC1	i	-3.0	i	i	i	i	i	i	i	i	i
CC(=O)Nc1cccc(Oc2cc(C#N)c(C#N)cc2N2CCOCC2)c1	i	-4.8	i	i	i	i	i	i	i	i	i
Cn1c(SCc2ccccc2F)nnc1-c1cnccn1	i	-4.8	i	i	i	i	i	i	i	i	i
CCOc1cccc(C(=O)NC(=S)NCc2cccnc2)c1	i	-9.3	i	i	i	i	i	i	i	i	i
CCc1noc(C)c1C(=O)N(C)CC(=O)Nc1ccc(OC)cc1	i	-12.4	i	i	i	i	i	i	i	i	i
COc1ccc(/C=C(\C#N)c2n[nH]c(Cn3cncn3)n2)cc1	i	-7.8	i	i	i	i	i	i	i	i	i
O=C(CSc1ccccc1Cl)N1CCC(c2nc3ccccc3s2)CC1	i	-7.6	i	100*	i	i	i	i	-9.83*	i	i
Cc1[nH]n(-c2ccccc2)c(=O)c1C=Nc1cccc2cccnc12	i	-10.9	i	i	i	i	i	i	i	i	i
Cc1ccc2nc(N3C(=O)C(O)=C(C(=O)c4ccco4)C3c3ccc(C)o3)sc2c1 (centres undefined)	i	-2.4	i	i	i	i	i	i	i	i	i
c1ccc(NNC2=NCCS2)cc1	i	-3.8	i	i	i	i	i	i	i	i	i
O=C(NCc1ccc(F)cc1)C1(S(=O)(=O)c2ccc(Cl)cc2)CC1	i	-7.1	i	i	i	i	i	i	i	i	i
O=c1cc2c(nn1Cc1ccc(Cl)cc1Cl)-c1ccccc1CC2	i	-6.8	i	i	i	i	i	i	i	i	i
O=C(C(=C1NCCN1)n1cncn1)c1ccccc1	i	-6.3	i	i	i	i	i	i	i	i	i
COc1ccc(CCN2C(=O)CC(N3CCN(S(=O)(=O)c4ccccc4)CC3)C2=O)cc1OC (centres undefined)	i	-7.5	i	i	i	i	i	i	i	i	i
CC1CCN(C(=O)C2CCN(C(=O)c3ccc(C(C)(C)C)cc3)CC2)CC1	i	-6.5	i	i	i	i	i	i	i	i	i
CC(C)C(O)(C#CCN1CCCCC1)c1ccccc1 (centres undefined)	i	-3.7	-7.19*	i	i	i	i	i	i	i	i
Cc1ccccc1CN1CCN(CC(=O)NCCCN2CCN(c3ccc(F)cc3)CC2)C1=O	i	-12.9	i	i	i	i	i	i	i	i	i
CCCCn1c(N2CCC(Cc3ccccc3)CC2)nc2c1c(=O)[nH]c(=O)n2C	i	-19.5	i	i	i	i	i	i	i	i	i
CCOC(=O)c1sc(NC(=O)c2c(OC)cccc2OC)nc1C	i	-13.9	i	i	i	i	i	i	i	i	i
COc1ccc(OC)c(NC(=O)c2ccc3nc(-c4ccccc4)c(-c4ccccc4)nc3c2)c1	i	-5.9	i	i	i	i	·	i	·	i	i
O=C(CNC(=O)c1ccc(F)cc1)N/N=C/c1cn[nH]c1-c1ccccc1	i	-5.8	i	i	i	i	i	i	i	i	i
COc1ccccc1N1CCN(C(=O)COc2ccc(Cl)cc2)CC1	i	-10.1	i	i	i	i	i	i	i	i	i
O=C(NC(c1ccccc1)C(Cl)Cl)c1ccccc1 (centres undefined)	i	-4.8	i	i	i	i	i	i	i	i	i
CC(=O)N/C(=C\c1ccccc1)C(=O)NCc1ccc2c(c1)OCO2	i	-10.4	i	i	i	i	i	i	i	i	i
CCCCc1cc(=O)oc2cc(OCC(=O)NCCN3CCOCC3)c(Cl)cc12	i	-11.3	i	i	i	i	i	i	i	i	i
C=CCSc1nc(C)c(CC=C)c(=O)[nH]1	i	-2.5	i	i	i	i	i	i	i	i	i
O=C1CC(=O)Nc2cc(S(=O)(=O)Nc3ccc(Cl)c(C(F)(F)F)c3)ccc2N1	i	-9.8	i	i	i	i	i	i	i	i	i
O=C(O)COc1ccccc1/C=C1\SC(=O)N(Cc2ccc(F)cc2)C1=O	i	-8.4	i	i	i	i	i	i	i	i	i
CCCNC(=O)c1ccccc1NC(=O)c1ccc(CSc2ccccc2)cc1	i	-3.0	i	i	i	i	i	6*	i	i	i
C=CCc1ccc(OCCCOc2ccc(C)cc2OC)c(OC)c1	i	-6.6	i	i	i	i	i	i	i	i	i
COc1ccc(OC)c(/C=N/Nc2nncn2/N=C/c2cc(OC)ccc2OC)c1	i	-10.3	i	i	i	i	i	i	i	i	i
COc1ccc(S(=O)(=O)N(CC(=O)NC2CC2)c2ccc(C)cc2)cc1OC	i	-4.7	i	i	i	i	i	i	i	i	i
Cc1ccc(-n2c(C)nc3ncnc(-c4ccccc4)c32)cc1	i	-1.9	i	i	i	i	i	i	i	i	i
O=C(CNC(=O)c1cccc(Br)c1)NCCc1nc2ccccc2[nH]1	i	-12.7	i	i	i	i	i	i	i	i	i

(further entries)
SMILES	RGS4 inh	hERG protect	RGS4 act	ANO1 block	MrgX1 ag	KCNK9 block	ANO1 activ	KCNQ1 inh	KCNK3 inh	MrgX1 PAM	KCNQ1 pot
COc1ccc(-c2nc(CS(=O)(=O)CC(=O)NCCc3cc(OC)ccc3OC)c(C)o2)cc1	i	-16.8	i	i	i	i	i	i	i	i	i
O=C(COC(=O)CNC(=O)c1ccc(Cl)cc1Cl)NCc1ccco1	i	-11.2	i	i	i	i	i	i	i	i	i
N#CC(C#N)=C1C=CC=CN1/C(=C\c1ccco1)C(=O)c1ccccc1	·	·	·	i	i	·	i	·	i	i	·
COc1ccc(C(=O)Oc2cc(C)[nH]c(=O)c2[N+](=O)[O-])cc1	i	-11.9	i	i	i	i	i	i	i	i	i
COC(=O)N=Nc1c(O)[nH]c2ccc(Br)cc12	i	-9.7	i	i	i	i	i	i	i	i	i
Cc1cc(C)nc(SCc2ccc(C(=O)NNC(=O)Nc3cccc(Cl)c3)cc2)n1	i	-2.3	i	i	i	i	i	i	i	i	i
O=C1Nc2ccccc2N(O)N1c1ccc(Cl)cc1	i	-8.0	i	i	i	i	i	i	i	i	i
CS(=O)(=O)c1ccc2nc(NC(=O)Oc3ccccc3)sc2c1	i	-7.0	i	i	i	i	i	i	i	i	i
COc1ccc2c(c1)CC/C2=N\OC(=O)c1ccccc1C	i	-7.7	i	i	i	i	i	i	i	i	i
